TRPC6 inh: mouse TRPC6 channel inhibition | B-score at 10 µM | AID 2553 | HEK293-TRPC6, membrane potential dye, ACh-evoked depolarization; hits give low values | 1.1% of 310,000 active;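 active = B-score under library mean minus 3 SD, initial fluorescence not abnormally high, positive integrated signal ratio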;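 also: B-score derived from integrated fluorescence ratio over the kinetic read; more negative B-score means stronger inhibition of depolarization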
MrgX1 ag: human MrgX1 receptor agonism, primary screen; Q96LB2; MrgX1-HEK293 cells, Fluo-4 calcium fluorescence, agonist mode; hits give high values; B-score at 10 µM; 0.44% of 310,000 active; AID 588627;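 active = calcium response B-score plate-corrected fluorescence ratio at least 3 library SD, with starting fluorescence B-score inside 5 SD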
Target sequence (Q96LB2 whole entry, looked up): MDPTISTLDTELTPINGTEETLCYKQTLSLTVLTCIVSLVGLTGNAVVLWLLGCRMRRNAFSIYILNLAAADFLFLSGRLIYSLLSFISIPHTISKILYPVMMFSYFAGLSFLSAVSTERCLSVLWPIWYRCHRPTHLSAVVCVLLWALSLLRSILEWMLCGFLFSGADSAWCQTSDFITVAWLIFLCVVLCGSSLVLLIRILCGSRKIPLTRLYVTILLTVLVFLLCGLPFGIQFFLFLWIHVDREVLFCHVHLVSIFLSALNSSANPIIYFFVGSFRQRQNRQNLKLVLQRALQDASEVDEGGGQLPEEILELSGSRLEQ
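Material: MrgX1-expressing HEK293 cells / Dosing: compound as first of three additions / Incubation: overnight seeding, then 1 h dark dye loading / Signal: Fluo-4 NW calcium fluorescence / Evaluation: B-scored fluorescence response ratio / Benchmarks: positive and negative control wells on each plate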
PolyA inhibitor: yeast polyadenylation inhibition. 0.02% of 300,000 active. S. cerevisiae SKY197-pL101 polyadenylation reporter, beta-gal luminescence; efflux-impaired pdr1/pdr3 knockout yeast; score 100 = 6 SD above DMSO. calls only at 12 µM;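 active = lowest replicate activity score at least 50, where 100 means six control SD above control mean; inconclusive = lowest score under 50 but half or more replicates reach 50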;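 also: yeast exposed to compound for 9 h at 30 °C; higher score means more reporter readthrough which indicates perturbed polyadenylation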
TRPC6 act: activators of mouse TRPC6 channel; Q61143; HEK293-TRPC6 membrane potential dye fluorescence; hits give high values; B-score at 10 µM; 0.13% of 310,000 active; AID 2550;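 active = B-score of the integrated fluorescence ratio above library mean plus 3 SD, and starting fluorescence ratio within library mean plus 5 SD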;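 also: higher score means more depolarization so channel activation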
HIF act: HIF pathway transcriptional activation. U2OS HRE-luciferase reporter, luminescence; normalized: DMSO 0%, desferrioxamine 100%. 0.32% of 300,000 active. activation, % at 7.5 µM (by protocol);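 active = mean activation of at least 10% of the iron chelator positive control signal, with at least half of replicates also reaching 10%; inconclusive = mean and replicate majority disagree about reaching 10%; inactive = mean and most replicates under 10%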
TRPC4 potent: TRPC4 (mouse) allosteric potentiation. Q9QUQ5. HEK293 TRPC4beta/mu-opioid, DAMGO EC20, Fluo-4 Ca2+ flux; hits give high values. B-score at 10 µM. 0.42% of 310,000 active;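 active = B-score of calcium response area above 5 SD of library B-scores, with initial fluorescence ratio within 5 SD of library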;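 also: B-score of integrated fluorescence ratio over time as area under calcium response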
MrgX1 antagonist: blocks BAM8-22 activation of human MrgX1 receptor; B-score at 10 µM; 1.3% of 310,000 active; Q96LB2; MRGX1-HEK293 calcium flux, Fluo-4, BAM8-22 antagonism; hits give low values; AID 588676;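 active = calcium-response B-score plate-corrected more than 3 library SD below zero, starting fluorescence within 5 deviations, no agonist response on first addition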;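 also: peak minus trough fluorescence over baseline after final BAM8-22 challenge near maximal dose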
AI-2 QS modul: modulators of Vibrio harveyi AI-2 quorum sensing system; Vibrio harveyi JMH597 AI-2 luminescence/OD600 ratio, 9 h; hits give low values; strain lacks LuxN and CqsS sensors; 0 = neutral-control median; activity change, % at 7.5 µM; 0.4% of 300,000 active; AID 2094; in the data active = activity change below about -75%, passing the limit was not always enough; inconclusive = no clear call, values can overlap the other calls;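 also: luminescence divided by OD600 gain over 9 h not by final OD600 alone; inactives centre near 13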
TRPC4 act: opens the mouse TRPC4 cation channel; Q9QUQ5; HEK293 TRPC4beta/mu-opioid, Fluo4 calcium fluorescence; hits give high values; B-score at 10 µM; 0.49% of 310,000 active; AID 2237;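 active = B-score above 5 SD of library B-scores, and initial fluorescence ratio not above library mean plus 5 SD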;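 also: positive B-score marks a calcium rise read as TRPC4 activation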
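Assay system: HEK293 cells stably co-expressing mouse TRPC4beta and mu-opioid receptor / Timing: Fluo4 dye loading 45 min at room temperature, 110 s recording / Signal: Fluo4 calcium-sensitive dye fluorescence, kinetic, 1 Hz baseline / Read-out: integrated baseline-normalised fluorescence ratio, converted to per-well B score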
TRPC4 block: inhibitors of mouse TRPC4 channel; Q9QUQ5; HEK293 TRPC4beta/mu-opioid, DAMGO-evoked Fluo4 calcium flux; hits give low values; B-score at 10 µM; 0.39% of 300,000 active; AID 2247;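 active = B-score over 3 SD under the library average, no early fluorescence shift, positive overall ratio signal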
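Assay system: Stable TRPC4beta/mu-opioid receptor HEK293 cells | Reagent: DAMGO in two steps, submaximal then maximal | Compound dosing: Single concentration per test compound | Signal: Fluo4 Ca2+ flux fluorescence | Evaluation: Per-well B score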
MrgX1 PAM: allosterically activates human MrgX1 receptor signaling | AID 588675 | B-score at 10 µM | 0.63% of 310,000 active | Q96LB2 | MrgX1-HEK293, Fluo-4 calcium flux, FDSS; hits give high values;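 active = plate-corrected calcium response at least 3 library SD above typical, normal starting fluorescence, not activating the receptor alone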;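 also: compound read alongside a low EC10 to EC30 dose of BAM8-22 agonist; peak minus trough fluorescence over baseline measured at the second addition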
Numbers without * were called inactive; i = inactive; ? = inconclusive; . = not tested or not shown. An excerpt; rates above refer to the full screens.

SMILES | TRPC6 inh | MrgX1 ag | PolyA inhibitor | TRPC6 act | HIF act | TRPC4 potent | MrgX1 antagonist | AI-2 QS modul | TRPC4 act | TRPC4 block | MrgX1 PAM
CC1C/C(=N\NC(=O)CCc2ccc(S(=O)(=O)N3CCOCC3)cc2)CC(C)(C)C1 (configuration not stated) | i | i | i | i | -0.3 | i | i | 15.5 | i | i | i
COc1ccccc1NC(=O)c1ccc(CSc2ncccn2)cc1 | i | i | i | i | 0.2 | i | i | 2.1 | i | i | i
COc1ccc(OC)c(NC(=O)Nc2c(O)ccc3ccccc23)c1 | i | 28.9* | i | i | -0.1 | i | i | 8.1 | i | i | i
Cc1ccc(CNC(C)c2ccccc2)cc1 (configuration not stated) | i | i | i | i | -0.3 | i | i | 19.0 | i | i | i
Cn1c(Cc2cccs2)nnc1SCC(=O)Nc1ccc(C(N)=O)cc1 | i | i | i | i | 0.0 | i | i | 30.0 | i | i | i
O=C(CN(c1cccc([N+](=O)[O-])c1)S(=O)(=O)c1ccccc1)N1CCCCC1 | i | i | i | i | 0.4 | i | i | 10.8 | i | i | i
Cc1ccc(-c2c(C(=O)O)c(C(=O)O)c3n2CCC3)cc1 | i | i | . | i | -0.7 | i | i | 13.2 | i | i | i
O=C(CSc1nnc2ccccn12)Nc1ccc2c(c1)OCO2 | i | i | i | i | 1.9 | i | i | 13.8 | i | i | i
Cc1ccc(C)c(S(=O)(=O)N2CCCC2CNC(=O)C(=O)NCC2CCCO2)c1 (configuration not stated) | i | i | i | i | 0.1 | i | i | 14.0 | i | i | i
Cc1nc2sccn2c1-c1nc(-c2cc3ccccc3o2)cs1 | i | i | i | i | 2.5 | i | i | 20.1 | i | i | i
COC(=O)C(NC(=O)C(NC(=O)c1ccccc1)C(C)C)C(C)C (configuration not stated) | i | i | i | i | -0.3 | i | i | 20.7 | i | i | i
CC(C)(CO)CNC(=O)c1ccc(OC2CCN(C(=O)C3CC3)CC2)cc1 | i | i | i | i | 0.1 | i | i | 14.0 | i | i | i
COc1ccc(NC(=O)Nc2cc(C)ccc2OC(F)F)c(OC)c1 | i | i | i | i | 0.0 | i | i | 13.7 | i | i | i
Cc1ccc(Nc2nc(N)nc(CN3CCN(C)CC3)n2)cc1 | i | i | i | i | 1.8 | i | i | 5.7 | i | i | i
Nc1nc(-c2ccc(Br)s2)c(Br)s1 | i | i | i | i | -19.3 | i | i | 6.8 | i | i | i
N#CCc1nc(CSc2nc3ccccc3o2)cs1 | i | i | i | i | 1.6 | i | i | ? | i | i | i
CCCC(=O)NC(C)c1nc2ccccc2[nH]1 (configuration not stated) | i | i | i | i | -0.3 | i | i | 23.7 | i | i | i
CCC(CC)NC(=O)COC(=O)CCC(=O)c1ccc(Cl)cc1 | i | i | i | i | 0.4 | i | i | 15.6 | i | i | i
COc1ccc(CCNc2nncc(=O)[nH]2)cc1OC | i | i | i | i | ? | i | i | 15.5 | i | i | i
Brc1ccc2ncnc(NCc3ccccc3)c2c1 | i | i | i | i | 3.0 | i | i | 9.6 | i | i | i
O=S(=O)(/C=C/c1cccc(Br)c1)N1CCOCC1 | i | i | i | i | -0.1 | i | i | 41.0 | i | i | i
COc1ccc(NC(=O)COC(=O)Cc2ccccc2[N+](=O)[O-])cc1OC | i | i | i | i | -0.2 | i | i | 21.3 | i | i | i
Cc1oc(-c2ccccc2F)nc1CS(=O)(=O)CC(=O)NC1CCCC1 | i | i | i | i | -0.5 | i | i | 13.8 | i | i | i
O=C(CSc1nnnn1-c1ccccc1)NCc1ccco1 | i | i | i | i | 0.2 | i | i | -2.8 | i | . | i
O=c1[nH]c(=O)c2cc([N+](=O)[O-])cc([N+](=O)[O-])c2[nH]1 | i | i | i | i | -0.7 | i | i | -52.4 | i | i | i

(more compounds)
SMILES | TRPC6 inh | MrgX1 ag | PolyA inhibitor | TRPC6 act | HIF act | TRPC4 potent | MrgX1 antagonist | AI-2 QS modul | TRPC4 act | TRPC4 block | MrgX1 PAM
O=C(Nc1ccc2c(c1)OCO2)Nc1ccc(Br)cn1 | i | i | i | i | 2.4 | i | i | 0.9 | i | i | i
CCC(C)NC(=O)c1cc(CC(C)C)on1 (configuration not stated) | i | i | i | i | 2.5 | i | i | 20.1 | i | i | i
O=C(NCCS(=O)(=O)N1CCN(c2ccccc2)CC1)C1CC1 | i | i | i | i | 0.6 | i | i | -11.5 | i | i | i
CC(=O)Nc1ccc(NC(=O)c2cc(-c3ccc(C)c(C)c3O)n[nH]2)cc1 | i | i | i | i | -6.9 | i | i | 9.3 | i | i | i
CC(C)CCOc1ccc(NC(=O)C2OC3OC(C)(C)OC3C3OC(C)(C)OC23)cc1 (configuration not stated) | i | i | i | i | -0.1 | i | i | 16.7 | i | i | i
CCn1c(C(=O)NCCCc2ccccc2)cc2sccc21 | i | i | i | i | 0.3 | i | i | 16.7 | i | i | i
CCCCn1c(SCC(=O)N2CCCC2)nnc1-c1ccccc1 | i | i | i | i | 0.0 | i | i | 10.6 | i | i | i
N#Cc1c2c(c(NCc3cccnc3)n3c1nc1ccccc13)CCC2 | i | i | i | i | -0.8 | i | i | -4.8 | i | i | i
Cc1ccc(S(=O)(=O)N(C)C)cc1NC(=O)COC(=O)C1CCCC1 | i | i | i | i | 0.0 | i | i | 27.9 | i | i | i
COc1ccccc1CCC(=O)OCC(=O)Nc1ccc(S(N)(=O)=O)cc1 | i | i | i | i | -0.6 | i | i | 7.6 | i | i | i
Cc1ccccc1OCCCCN1CCCCC1 | i | i | i | i | -1.0 | i | i | 24.4 | i | i | i
CC(=O)c1cccc(NC(=O)c2ccccc2N(Cc2ccccc2)S(C)(=O)=O)c1 | i | i | i | i | -1.4 | i | i | 8.1 | i | i | i
O=C(c1ccccc1)N1CCN(Cc2ccccc2C(F)(F)F)CC1 | i | i | i | 11.6* | -1.0 | i | i | 33.9 | i | i | i
C/C(=N\NC(=O)C1CC1)c1ccc(OC(F)F)cc1OC(F)F | i | i | i | i | -9.3 | i | i | 13.3 | i | i | i
Cc1ccc(OCCCCN2CCCCC2)c(C)c1 | i | i | i | i | 0.4 | i | i | -15.4 | i | i | i
COc1ccc(C2C(C(=O)Nc3ccc(OC)c(OC)c3)c3ccccc3C(=O)N2C)cc1 (configuration not stated) | i | i | i | i | 0.4 | i | i | 15.8 | i | i | i
Cc1ccc(NNS(=O)(=O)c2ccc(C)cc2)cc1 | i | i | i | i | 2.4 | i | i | 47.3 | i | i | i
C/C(N)=C(/C#N)C(=O)COC(=O)CCSc1ccccc1Cl | i | i | i | i | -0.4 | i | i | 23.9 | i | i | i
CC(C)(O)/C=C1/Oc2ccccc2C1N1CCCCC1 (configuration not stated) | i | i | i | i | 0.2 | i | i | 2.0 | i | i | i
Nc1nc(CSc2ccc(Cl)cc2)nc(N2CCCCC2)n1 | i | i | . | i | . | i | i | -27.9 | i | i | i
O=C1C(c2ccccc2)C(c2ccccc2)NC(c2ccccc2)C1c1ccccc1 (configuration not stated) | i | i | i | i | -0.5 | i | i | -4.0 | i | i | i
COc1ccccc1NC(=O)Nc1ccccc1Br | i | i | i | i | 0.3 | i | i | 5.1 | i | i | i
NS(=O)(=O)c1ccc(NC(=S)NC(=O)C2CCCC2)cc1 | i | i | i | i | 0.2 | i | i | 27.0 | i | i | i
COc1cccc(SCc2noc(C(=O)NC(C)C)c2C(=O)O)c1 | i | i | i | i | 0.2 | i | i | 7.6 | i | i | i
Cc1ccc(NC(=O)c2cccs2)cc1S(=O)(=O)N(C)C | i | i | i | i | 0.7 | i | i | 22.9 | i | i | i

(continued)
SMILES | TRPC6 inh | MrgX1 ag | PolyA inhibitor | TRPC6 act | HIF act | TRPC4 potent | MrgX1 antagonist | AI-2 QS modul | TRPC4 act | TRPC4 block | MrgX1 PAM
C=CCN(C(=O)CNC(=O)c1ccco1)C(C(=O)NC1CCCCC1)c1ccccc1 (configuration not stated) | i | i | i | i | -1.3 | i | i | 39.1 | i | i | i
CC(C1CCN(Cc2cn(C)nc2-c2cccc(Cl)c2)CC1)N1CCOCC1 (configuration not stated) | i | i | i | i | -0.1 | i | i | 19.7 | i | i | i
O=C(NNc1cc(N2CCOCC2)nc(N2CCOCC2)n1)c1ccc([N+](=O)[O-])cc1 | i | . | i | i | -0.6 | i | . | 17.6 | i | i | .
OCCC1CN(Cc2cccnc2)CCN1CCc1ccccc1 (configuration not stated) | i | i | i | i | 0.2 | i | i | 6.3 | i | i | i
Cc1ccc(NC(=O)C2CCCCC2)c(O)c1 | i | i | i | i | 0.3 | i | i | 17.2 | i | i | i
COc1ccc(CN2C(=O)C(CC(C)C)Nc3ncnc(N4CCN(c5ccccn5)CC4)c32)cc1 (configuration not stated) | i | i | i | i | 0.4 | i | i | 21.9 | i | i | i
Cc1ccccc1NC(=S)N(CCCN1CCC(C)CC1)Cc1ccco1 | i | i | i | i | . | i | i | 16.0 | i | i | i
O=C(NCCCCc1ccccc1)c1ccccc1 | i | i | i | i | 1.2 | i | i | 4.0 | i | i | i
NS(=O)(=O)c1ccc(Cc2ncc(C(F)(F)F)cc2Cl)s1 | i | i | i | i | -10.9 | i | i | 11.9 | i | i | i
CC(C)C(=O)NC(NC(=O)C(C)C)c1ccc([N+](=O)[O-])cc1 | i | i | i | i | -0.5 | i | i | 4.5 | i | i | i
c1ccc2c(c1)sc1nnnn12 | i | i | i | i | -0.3 | i | i | 5.5 | i | i | i
O=C1c2cccc3cc([N+](=O)[O-])cc(c23)C(=O)N1c1ccccc1O | i | i | i | i | -0.4 | i | i | 36.9 | i | i | i
COc1ccc(-c2nn(-c3ccccc3)cc2/C=N/Nc2ccc(Cl)c(C(=O)O)c2)cc1OC | i | i | i | i | 0.1 | i | i | 13.1 | i | i | i
O=C(CN(Cc1ccccc1F)C(=O)Cn1nnc(-c2cccs2)n1)NCC1CCCO1 (configuration not stated) | i | i | i | i | -0.6 | i | i | 18.2 | i | i | i

Assay outcomes as filed in PubChem BioAssay.
